# Bioassay records from PubChem.
# KDM5B inh – Primary screen for KDM5B Histone Demethylases FDH-coupled qHTS. KDM5B demethylase, FDH-coupled NADH fluorescence (FDH is formaldehyde dehydrogenase). Potency, µM (highest dose often 57.7 µM), for inactives: at the top dose activity change, negative = inhibition, actives largely listed as inhibitors. actives 2.6% (n = 220,000). AID 1347165, 2019; active = well fitted inhibition curve with a large enough effect; inconclusive = small, poorly fitted or top-dose-only effect; inactive = no such curve, though single readings can be large or run the other way; also: 0% is about no effect; nearly all actives have a fitted effect of over 70% in size
# Target sequence (Q9UGL1 whole entry, looked up): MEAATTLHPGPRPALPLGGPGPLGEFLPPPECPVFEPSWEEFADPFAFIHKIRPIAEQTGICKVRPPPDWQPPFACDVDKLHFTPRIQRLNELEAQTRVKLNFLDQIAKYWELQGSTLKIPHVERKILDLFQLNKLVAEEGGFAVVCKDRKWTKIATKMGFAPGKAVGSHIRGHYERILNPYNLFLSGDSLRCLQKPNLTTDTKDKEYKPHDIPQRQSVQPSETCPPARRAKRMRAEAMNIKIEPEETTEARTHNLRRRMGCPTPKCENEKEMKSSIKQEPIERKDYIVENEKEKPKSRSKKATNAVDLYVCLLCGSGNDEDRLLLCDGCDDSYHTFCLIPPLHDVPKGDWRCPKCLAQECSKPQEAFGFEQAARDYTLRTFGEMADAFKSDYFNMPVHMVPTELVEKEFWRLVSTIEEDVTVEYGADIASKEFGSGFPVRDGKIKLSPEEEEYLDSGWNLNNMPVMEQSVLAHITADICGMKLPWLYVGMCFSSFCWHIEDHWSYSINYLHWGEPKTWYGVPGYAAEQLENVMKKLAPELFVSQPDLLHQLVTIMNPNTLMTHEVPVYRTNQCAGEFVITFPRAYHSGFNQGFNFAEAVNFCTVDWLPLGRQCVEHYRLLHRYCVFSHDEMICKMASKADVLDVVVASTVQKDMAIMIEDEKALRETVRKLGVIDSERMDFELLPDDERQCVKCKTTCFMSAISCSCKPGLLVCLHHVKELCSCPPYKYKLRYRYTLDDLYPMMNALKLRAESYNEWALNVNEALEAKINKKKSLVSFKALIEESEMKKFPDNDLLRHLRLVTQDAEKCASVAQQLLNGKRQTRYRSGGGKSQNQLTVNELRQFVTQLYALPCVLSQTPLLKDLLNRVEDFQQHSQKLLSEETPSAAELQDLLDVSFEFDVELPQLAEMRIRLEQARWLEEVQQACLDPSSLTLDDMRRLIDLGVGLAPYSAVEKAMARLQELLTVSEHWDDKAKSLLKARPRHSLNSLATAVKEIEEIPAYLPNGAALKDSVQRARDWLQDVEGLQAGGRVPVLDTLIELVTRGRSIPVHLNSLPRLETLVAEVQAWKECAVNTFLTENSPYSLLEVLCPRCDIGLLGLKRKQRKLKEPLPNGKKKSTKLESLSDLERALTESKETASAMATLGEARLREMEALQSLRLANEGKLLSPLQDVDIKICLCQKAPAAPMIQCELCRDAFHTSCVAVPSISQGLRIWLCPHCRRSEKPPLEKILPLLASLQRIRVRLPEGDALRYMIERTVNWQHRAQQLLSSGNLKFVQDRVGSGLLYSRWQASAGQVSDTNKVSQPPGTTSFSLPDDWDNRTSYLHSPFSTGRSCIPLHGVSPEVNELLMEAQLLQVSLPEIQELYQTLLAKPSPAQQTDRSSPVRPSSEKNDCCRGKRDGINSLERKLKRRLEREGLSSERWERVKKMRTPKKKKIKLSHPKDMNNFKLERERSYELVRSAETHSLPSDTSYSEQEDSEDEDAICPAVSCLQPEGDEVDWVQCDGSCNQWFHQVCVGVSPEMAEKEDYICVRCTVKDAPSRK
#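 qHTS format, multiple compound concentrations. Buffer 50 mM HEPES pH 7.5/0.01% Tween-20; 200 nM KDM5BΔAP final; 10 min compound preincubation; substrate-mix levels 12.5 µM peptide, 25 µM α-KG, 0.25 mM NAD⁺; 30 min RT; ΔRFU.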
# Numbers without * were called inactive; i = inactive; ? = inconclusive; & = joins results of further samples; [ ] = dose if it differs, or a comment. Potency is read from the fitted curve at half-maximal effect. This is a subset; the hit share may differ from the screen's.
# Start of the data: the first two records, to show the layout:
SMILES,KDM5B inh
Cc1cccc(C)c1OCC(=O)Nc1ccc2c(c1)OCCO2,12.6%
CN1CCN(C(=O)Nc2cccc(Cl)c2)c2cccnc21,?

# The whole of this part, repeating the preview:
SMILES,KDM5B inh
Cc1cccc(C)c1OCC(=O)Nc1ccc2c(c1)OCCO2,12.6%
CN1CCN(C(=O)Nc2cccc(Cl)c2)c2cccnc21,?
Cc1ccc(-n2c(=O)c3c(C)c(C)sc3n(CC(=O)NCc3ccccc3)c2=O)cc1C,-9.7%
CC(C)c1ccc(NC(=O)CCn2cnc3c2c(=O)n(C)c(=O)n3C)cc1,11.1%
COc1ccc2c(c1)nc1n2[C@@H](CNC2CCOCC2)COC1,2.7%[86.2 µM]
CC(C)CCN(CC(=O)NC(=O)NCc1ccco1)C1CC1,-21.5%
CC(C)(C)NCCC(=O)O,26.7%
CCC(CO)NS(=O)(=O)c1cc(-c2n[nH]c(=O)c3ccccc23)ccc1C (stereo not drawn),13.6%
COc1ccc(CN2CCC[C@H]2c2nc(-c3cncnc3N)no2)c(O)c1,31.6µM*
Cc1ccc(C)c(-n2nnc(-c3nc(-c4ccc(Cl)cc4)no3)c2N)c1,10.7%
O=c1ccc(C(F)(F)F)cn1Cc1coc(-c2ccccc2)n1,15.6%
Fc1ccccc1-c1noc(-c2nc(-c3ccccc3F)no2)n1,-6.2%
Cc1occc1-c1nnc(SCc2cc(Cl)c3c(c2)OCCO3)o1,-3.2%
COc1ccc(OCC(=O)OCc2cc(=O)n3cc(C)sc3n2)cc1,-4.1%&-18.7%
CCNc1oc(/C=C/c2cc(OC)c(OC)c(OC)c2)nc1C#N,i
COc1cc(NC(=O)Cn2c(NCc3ccccc3)nc3ccccc32)cc(OC)c1,12.0%
CCn1c(CN2CCN(c3ccccc3)CC2)nc2c1c(=O)n(C)c(=O)n2C,-5.5%
Cn1nnnc1C1CCCN(C(=O)c2ccc(F)cc2)C1 (stereo not drawn),3.8%
COc1cccc(CN2CCCCCC2c2cccs2)c1OC (stereo not drawn),-28.5%
CC(C)c1ccc(NC(=O)c2cnc(N3CCOCC3)c3ccccc23)cc1,?
CCCC(=O)C1=C(N2CCCC2)CC(C)(C)C(C(=O)OC)C1=O (stereo not drawn),23.2%
Cc1nc(-c2ccc(F)cc2)n(Cc2nc(-c3ccc(Cl)cc3)oc2C)c(=O)c1CCO,?
CCOCCCNC(=S)N1CCc2cc(OC)c(OC)cc2C1,?
O=C(Nc1ccccc1F)N1CC2CCC(C1)N2Cc1cccc(-c2ccsc2)c1,10.7%[115 µM]
O=C(/C=C/c1ccccc1)Nc1nc2n(n1)C(c1ccc(Cl)cc1)C=C(c1ccccc1)N2 (stereo not drawn),-23.9%
Cc1ccc2c(COC(=O)c3cc(S(=O)(=O)N4CCOCC4)ccc3C)cc(=O)oc2c1,11.7%
Cc1ccsc1/C=N/NC(=O)Cc1ccc([N+](=O)[O-])cc1,16.6%
Cc1ccc(CNc2nc3ccccc3nc2NS(=O)(=O)c2cccc(Cl)c2)cc1,-11.3%
CC(C)C[C@@H]1N[C@H](C(=O)NC(C)C)Cc2c[nH]c3cccc1c23,3.9%[86.2 µM]
Cc1cccc(N2CCN(C(=O)c3ccc4c(c3)N(C)C3CCCCCN3C4=O)CC2)c1 (stereo not drawn),?
COCc1nc(C2CC(N)C2)cc(N(C)Cc2csc(C(C)C)n2)n1 (stereo not drawn),-21.5%
CC(NC1CC1)c1ccc(Cl)cc1 (stereo not drawn),0.8%
CNC(=O)NC(=O)CN(C)C(C)c1cccs1 (stereo not drawn),9.1%
CCn1c(CNC(=O)c2ccc(OC)cc2)nnc1SCC(=O)Nc1ccc(F)cc1,-14.2%
CCCCN1CCN(C(=O)[C@@]23CCCC[C@H]2N(CCC(C)C)C(=O)CC3)CC1,-5.1%
COc1ccccc1C(=O)Nc1cc(C)ccc1OCc1cc(=O)n2oc(C)cc2n1,14.6%
CCC(C)NC(=O)Cn1c(=O)n(-c2ccc(C)cc2)c(=O)c2ccccc21 (stereo not drawn),-7.1%
Cn1cc(CNC(=O)C[C@@H]2C[C@H]3O[C@H](CN)[C@@H](O)[C@H]3O2)cn1,-7.8%[86.2 µM]
CC(=O)Nc1ccc(/C=C(\C#N)C(N)=O)cc1,-2.4%
Cc1noc(C)c1-c1cc2cc(CNC3CCOCC3)oc2c(NC2CCN(C)CC2)n1,-30.6%[86.2 µM]
O=C(O)CC1(CC(=O)Nc2ccc(Cl)cc2C(=O)c2ccccc2)CCCC1,34.1%
CC(=O)N1CCC(NC[C@H]2O[C@@H]3C[C@@H](CC(=O)NCc4cnn(C)c4)O[C@@H]3[C@@H]2O)CC1,8.6%
Cn1c(=O)c2c(nc(Sc3ccccc3)n2Cc2ccccc2Cl)n(C)c1=O,10.7%
Nc1nonc1C(=O)NCCNC(=O)c1ccc(Cl)c(Cl)c1,28.7%
O=C(N[C@@H]1CN(Cc2ccccc2)C[C@H]1CO)c1ccc(=O)[nH]c1,8.1%
O=C(NC1CCCc2c1[nH]c1ccccc21)c1ccccn1 (stereo not drawn),?
O=C(NC1CCc2ccccc21)c1cc2c(s1)CCC2 (stereo not drawn),-4.5%
COc1cc(/C=C/c2nc3ccccc3c(=O)[nH]2)cc(OC)c1OC,-17.5%
O=C(NC1CCN(C(=O)Nc2ccccc2Cl)CC1)c1cccc(F)c1,30.1%
O=C1NCCOCCCN(S(=O)(=O)c2cccs2)[C@H]2CCC[C@@H]12,-1.2%

# Two entries picked at random from the list so far:
SMILES,KDM5B inh
COCc1nc(C2CC(N)C2)cc(N(C)Cc2csc(C(C)C)n2)n1 (stereo not drawn),-21.5%
O=C1NCCOCCCN(S(=O)(=O)c2cccs2)[C@H]2CCC[C@@H]12,-1.2%

# Other structures
SMILES,KDM5B inh
O=C1NC2(CN(Cc3ccsc3)C2)Oc2ccccc21,-11.8%[86.2 µM]
Cc1ccc(C(=O)N[C@@H]2CN(c3ccncn3)C[C@H]2CN(C)C)s1,-4.8%
N#Cc1ccc(/C=N/Nc2c(Cl)cc(Cl)cc2Cl)cc1,14.2%
Cc1ccc(C(=O)N2CCC3(CC2)[C@H](O)C[C@@H]3O)cc1N1CCNC1=O,18.8%
O=C1c2c(nc(COc3cc(F)cc(F)c3)n2Cc2ccccc2)NCCN1Cc1ccccc1,-11.4%
Cc1ccc(C(=O)C(C)OC(=O)c2c(C)noc2C)cc1C (stereo not drawn),-2.3%
COC(=O)c1nnn(CC(=O)Nc2c(C)cccc2C)c1N,-13.1%
COc1ccc(C(=O)Nc2c(N3CCCC3)c3ccccc3oc2=O)cc1OC,3.6%
Fc1ccccc1CN1CCC[C@H]1c1nc(-c2ccnc(N3CCOCC3)c2)no1,?
COc1ccccc1-c1ccc2ncc(Nc3ccc4c(c3)OCO4)n2n1,-12.0%[86.2 µM]
CCOC(=O)c1ccccc1NC(=O)c1cc2ccc3cccnc3c2[nH]1,?
CNC(=O)N1CCC(C2CCN(C(=O)c3cscn3)C2)CC1 (stereo not drawn),-4.1%
CCN1CCN(CCOc2ccc3c(=O)c(-c4ccccc4)c(C)oc3c2)CC1,-3.1%
CCN(C(=S)Nc1cc(S(=O)(=O)N(C)C)ccc1C)c1cccc2ccccc12,?
NC(=O)c1ccccc1NC(=O)c1cc2ccccc2oc1=O,14.0%
CS(=O)(=O)c1ccc(Cl)c(C(=O)OCC(=O)c2ccc3c(c2)NC(=O)CO3)c1,14.0%
CN(NS(=O)(=O)c1ccc(Cl)cc1)c1cnn(C)c(=O)c1Cl,26.6%
CC(Cc1cnccn1)Nc1ccc(-c2nc(-c3cccc(Cl)c3)no2)cn1 (stereo not drawn),?
Clc1ccc(-c2noc(C34CC5CC(CC(C5)C3)C4)n2)cc1,12.7%
Cc1ccc(CNC(=O)Nc2cccnc2)s1,4.7%
COc1ccc(CN2C[C@@H](CO)[C@H](NC(=O)C3CCC3)C2)cc1,13.6%
Cc1ccccc1OCc1nc(C#N)c(NCc2ccccc2Cl)o1,4.8%
COc1ccccc1CC(=O)N[C@@H]1CN(C)C[C@H]1CN(C)C,?
Cc1ccc(-c2cnc(CCC(=O)N3CCC(CN4CCOCC4)CC3)o2)cc1C,-12.4%
Cc1ccc(NC(=O)C2CCC(CNS(=O)(=O)c3cccc4nsnc34)CC2)c(Cl)c1 (stereo not drawn),-27.8%
COc1ccccc1C1CC(=O)N(Cc2cccc(Cl)c2)c2c1c(C)nn2-c1nc(C)cc(C)n1 (stereo not drawn),-9.4%
Cn1cccc1CN1CC(Oc2ccc(F)cc2F)C1,?
CCn1cnnc1-c1cccc(NC(=O)c2ccc(Br)cc2)c1,-19.0%
C=CCc1c(C)nc(Nc2nc(C)c3cc(C)cc(C)c3n2)[nH]c1=O,-14.6%
O=[N+]([O-])c1ccc(Sc2ncccn2)c([N+](=O)[O-])c1,-0.2%
Cc1noc(-c2cn(C3CCN(C(=O)c4cccc5[nH]ccc45)CC3)nn2)n1,?
Cc1nc(C2CCCN(C(=O)Cc3ccc(S(C)(=O)=O)cc3)C2)n[nH]1 (stereo not drawn),-13.9%
COc1ccccc1C(=O)N1CCn2c(nnc2C2CCNCC2)C1,?
CCOC(=O)C1CCCCC(=O)N1 (stereo not drawn),-5.1%
CCN1CCCC1CNC(=O)c1n[nH]c(=O)c2ccccc12 (stereo not drawn),16.8%
O=C(CCC1CCCC1)N(Cc1ccc2cc[nH]c2c1)C1CC1,-6.2%
COc1cccc(NC(=O)CN(C)C(=O)c2cc(CN3C(=O)c4ccccc4C3=O)ccc2OC)c1,28.7%
O=C(Cc1c(F)cccc1Cl)NCc1cccc(C(=O)Nc2ccccc2)c1,14.2%
CN(C)C[C@@H]1CN(C2CCOCC2)C[C@H]1NC(=O)c1ccnn1C,?
CCCCN(CC)C(=O)NNC(=O)C(C)Oc1ccc(C#N)cc1 (stereo not drawn),21.1%
Cc1nc(-c2c3n(c(=O)n(CC(=O)Nc4ccc(C)c(F)c4)c2=O)CCCCC3)no1,-10.7%
COc1cccc(NC(=O)CSc2nc3cc(OC)c(OC)cc3c3nc(-c4ccccc4)nn23)c1,3.1%
COc1ccc(CCNC(=O)c2ccc3c(Cl)c4c(nc3c2)CCCC4)c(OC)c1,?
CCOc1cc(C(=O)Nc2nc(C)cs2)ccc1OCc1ccncc1,7.7%
CCOC(=O)c1oc2ccc(S(=O)(=O)NCC3Cn4cccc4C(=O)N3C)cc2c1C (stereo not drawn),-15.3%
CN(C)c1cccc(C(=O)Nc2ccc(-c3nc4ccccc4s3)cc2)c1,?
Cc1c(C(=O)NC2CCS(=O)(=O)C2)nnn1-c1ccc(Cl)cc1 (stereo not drawn),-6.4%
Cc1cc(C)n(-c2nc3c(c(=O)n(CC(N)=O)c(=O)n3C)n2Cc2ccccc2C)n1,-1.4%
COc1cccc(OCc2nc3ccccc3n2CCOc2ccc(C)cc2)c1,17.3%
Cc1noc(C)c1C(=O)N1CCN(c2ccc(C=O)cc2)C(=O)C1,5.0%[149 µM]

# (more compounds)
SMILES,KDM5B inh
COc1ccc(NC(=O)c2sc3nc(C)c(C(=O)Nc4ccc(C)cc4C)c(-c4ccc(C)o4)c3c2N)cc1,-28.0%
Cc1nc2cc(NC(C)C(=O)Nc3cccc(Cl)c3Cl)ccc2o1 (stereo not drawn),-17.4%
OCC1CN(c2ncccn2)CC12CCN(Cc1ccncc1)CC2 (stereo not drawn),22.4µM*
COc1cc(/C=C(/CC(=O)O)c2nc3ccccc3s2)cc(OC)c1,?
CCc1ccc(NC(=O)Cn2ccn(Cc3ccccc3OC)c(=O)c2=O)cc1,?
COc1ccc(-n2ncc(C(=O)N3CCN(c4cc(C)ccc4C)CC3)c2C2CCN(C(=O)OC(C)(C)C)CC2)cc1,5.7%
COc1ccc(N2CCN(C(=O)CCC[C@@H]3[C@H]4CCCN5CCC[C@@H](CN3C(C)=O)[C@@H]45)CC2)cc1,-29.8%
Cc1ccc(C)c(Cn2c(=O)n(-c3ccccc3)c(=O)c3c4c(sc32)CCCC4)c1,-3.9%
COc1ccc(C(CC(=O)Nc2ccccn2)N2Cc3ccccc3C2=O)cc1OC (stereo not drawn),-4.6%
Cc1ccc(OC(=O)c2ccc(Cl)c([N+](=O)[O-])c2)cn1,-0.3%
O=c1[nH]c(=O)n2c(c1-c1ncon1)CCCC2,18.0%
CCc1ccc(NC(=O)c2sc3nc(C)c(Cl)c(C)c3c2N)cc1,-26.2%
CCCCn1c(N)c(N(CCOC)C(=O)c2cc(S(=O)(=O)N3CCOCC3)ccc2Cl)c(=O)[nH]c1=O,-3.2%
CN(C)c1ccc(CN(Cc2ccco2)C(=O)c2ccc(F)cc2)cc1,-17.8%
CCCOc1cc(C)ccc1S(=O)(=O)Nc1cccnc1,4.9%
CC(C)N1C[C@H](O)C[C@H]1c1nnc2n1CCN(C(=O)c1ccnn1C)CC2,-1.7%
N#Cc1cccnc1-c1ccc(C(=O)O)cc1,0.5%[149 µM]
COc1ccc(OC)c2[nH]c(C(=O)N[C@@H](C)C(=O)Nc3ccc4c(c3)OCO4)cc12,-20.2%
O=C(C1CCCC1)N1CC2(CCN(Cc3ccccn3)C2)OCc2ccccc21 (stereo not drawn),?
COc1cccc(C(=O)COC(=O)c2cc3c(s2)-c2ccccc2OC3)c1,18.3%
Cc1nc(-c2ccc(S(=O)(=O)Nc3ccc(Br)cc3Cl)s2)cs1,-5.9%
